From PubChem
12-LOX inh – blocks human arachidonate 12S-lipoxygenase; P18054; purified 12hLO, xylenol orange hydroperoxide absorbance; hit rate 1.1% among 580,000; Potency, µM (highest dose often 108 µM), for the others: at the top dose activity change, negative = inhibition, actives largely listed as inhibitors; AID 1671190; active = well fitted inhibition curve with a large enough effect; inconclusive = small, poorly fitted or top-dose-only effect, or another doubt; inactive = no such curve, though single readings can be large or run the other way
Target sequence (P18054 whole entry, looked up): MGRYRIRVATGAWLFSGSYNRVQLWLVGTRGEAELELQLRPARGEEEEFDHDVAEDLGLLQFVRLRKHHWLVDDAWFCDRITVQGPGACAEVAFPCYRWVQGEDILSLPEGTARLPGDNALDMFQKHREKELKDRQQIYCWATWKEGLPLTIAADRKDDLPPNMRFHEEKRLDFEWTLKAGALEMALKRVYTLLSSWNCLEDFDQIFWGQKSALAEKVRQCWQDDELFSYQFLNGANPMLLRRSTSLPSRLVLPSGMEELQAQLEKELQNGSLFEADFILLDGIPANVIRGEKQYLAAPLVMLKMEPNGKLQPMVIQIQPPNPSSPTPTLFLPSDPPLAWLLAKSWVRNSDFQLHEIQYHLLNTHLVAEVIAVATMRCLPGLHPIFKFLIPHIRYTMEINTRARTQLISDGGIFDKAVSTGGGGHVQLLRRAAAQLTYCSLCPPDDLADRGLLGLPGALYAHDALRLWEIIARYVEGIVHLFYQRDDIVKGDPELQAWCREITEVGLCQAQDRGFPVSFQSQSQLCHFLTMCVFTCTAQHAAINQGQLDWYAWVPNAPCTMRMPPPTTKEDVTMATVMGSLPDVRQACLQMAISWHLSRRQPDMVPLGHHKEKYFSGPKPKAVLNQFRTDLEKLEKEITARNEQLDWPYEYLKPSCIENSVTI
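Purified human 12hLO (150 nM final) in 25 mM Hepes, 0.01% Triton X-100, pH 7.0 was preincubated 15 min at room temperature with compound. Then 40 uM arachidonic acid was added, 30 min. Hydroperoxide was read by Fe-XO absorbance ratio 573/405 nm.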
An asterisk follows results filed as active; ? = inconclusive; [ ] = another dose, or the depositor's remark. % is scaled to controls: 0 for no effect and ±100 for the full control effect; potency is read from the fitted curve at half-maximal effect. Not all compounds are listed (hit frequency here may not be typical).

SMILES	12-LOX inh
CCOc1ccc(NC(=O)c2cccc(S(=O)(=O)NCc3cccnc3)c2)cc1	-6.8%
Cc1ncc(-c2ccc(S(=O)(=O)Nc3ccc(C)c(F)c3)cc2)o1	?
O=C(Oc1cccc(OC(=O)c2ccc(Cl)cc2Cl)c1)c1ccc(Cl)cc1Cl	?
Cc1noc(-c2cn(C3CCN(C(=O)c4ccc(F)cc4Cl)CC3)nn2)n1	29.2%
COC(=O)Cc1nnn2c1[C@@H](C)[C@@H](c1ccccc1Br)O[C@@H](C)C2	-8.7%
Cc1cc2cc(-c3c(C)noc3C)nc(-c3ccnn3C)c2o1	1.8%[176 µM]
C[C@H]1CN([C@@H](C)CO)S(=O)(=O)c2ccc(Br)cc2O[C@H]1CN(C)C(=O)c1cnccn1	?
O=C1c2c(-c3ccc(Br)cc3)noc2CCN1Cc1cn(-c2ccc(Cl)cc2)nn1	86.2%
CS(=O)(=O)N1CC2(CCCN(Cc3cccnc3)C2)Cc2ccccc21 (stereo not drawn)	3.7%[6.33 µM]
Cn1c(=O)[nH]c(=O)c2c1nc(SCC(=O)Nc1ccccc1)n2Cc1cccc(Cl)c1	9.2%
N#Cc1ccc(S(=O)(=O)N2CCC3(CC2)CC2C(=O)NCCN2C3)cc1 (stereo not drawn)	59.8%[activator]
Cc1cc(C)n(CCCN(C)C(=O)c2cn(Cc3ccc(F)cc3)nn2)n1	23.7%
O=C(c1cc(-c2cnccc2Cl)c2cccn2n1)N1CCOCC1	-0.5%[6.33 µM]
CC1CCN(C(=O)c2ccccc2OCC2CCCN(Cc3ccccn3)C2)CC1 (stereo not drawn)	?
O=C(Nc1ccc(OC(F)(F)F)cc1)C1CCCN1S(=O)(=O)c1cccc2nsnc12 (stereo not drawn)	-4.7%
COc1ccccc1CNS(=O)(=O)c1ccc(N2C(=O)C(C)CS2(=O)=O)cc1 (stereo not drawn)	-4.3%
CCOc1ccccc1Oc1ccc(CNC(=O)Nc2cccnc2)cn1	?
Cc1cccc(NC(=O)N2CCC(c3noc(-c4ccncc4)n3)C2)c1 (stereo not drawn)	6.9%
C[N+](C)(CC(=O)O)C[Si](C)(C)C	?
COc1ccc(C(=O)N2C[C@@H]3OCC(=O)N(Cc4nccn4C)[C@@H]3C2)cc1	7.0%[176 µM]
COCC(=O)N[C@@H](Cn1cc(Br)c(=O)[nH]c1=O)C(=O)O	4.5%[176 µM]
COc1ccc(OC)c(NC(=O)COC(=O)c2cnc(C)cn2)c1	?
Cc1cccc(Cn2cc(CN3CC(N(C)CCOC(=O)c4cc(C)cc(C)c4)CS3(=O)=O)nn2)c1 (stereo not drawn)	0.0%
C=CCNC(=O)c1cnn2c1CN([S+](C)(=O)[O-])CC2	1.7%[12.5 µM]
CN(Cc1ccccc1)C(=O)C[C@@H]1O[C@H](CNC(=O)c2ccc(F)c(Cl)c2)[C@@H](O)[C@H]1O	23.5%
SMILES	12-LOX inh
COc1cccc(-c2cc3c(=O)n(CCNC(=O)Cc4ccc(Cl)cc4)ccn3n2)c1	14.2%
Cc1c(CCC(=O)NC2Cc3ccccc3C2)c(=O)oc2cc(O)ccc12	-0.4%
CCn1nnc2cc(C(=O)Nc3nc(-c4ccc(C)c(C)c4)cs3)ccc21	?
N#Cc1ccc(Cn2c(CN3CCCCC3)nc3scc(-c4cccs4)c3c2=O)cc1	-2.7%
COc1ccc(Cl)cc1-c1nc(SCC(=O)N2CCCC2)n[nH]1	11.7%
Cc1ccc(N2CC(c3noc(-c4ccccc4C)n3)CC2=O)cc1 (stereo not drawn)	23.9%
Cc1cccc(CC(=O)N2CC(Oc3ccccc3-c3noc(C)n3)C2)c1	-1.1%
CCCCSc1oc(-c2ccco2)nc1S(=O)(=O)c1ccc(F)cc1	7.94µM*
Cc1noc(C)c1-c1cc2c(c(-c3ccc(F)c(Cl)c3)c1)C(=O)N(C)C2	48.6%[activator][176 µM]
COC1CN(C2CCN(C(=O)c3ccoc3)CC2)C12CCOCC2 (stereo not drawn)	27.3%
CCNC(=O)c1n[nH]c2c1CN(C(=O)c1cccc(OC(F)(F)F)c1)CC2	8.8%
O=C(O[C@H]1CC[C@@]23CCCN2C(=O)CCC[C@H]3[C@H]1Cc1ccccc1)N1CCN(c2ccccc2)CC1	?
COc1ccccc1CCC(=O)N1CCC(N2CC3CC(C2)[C@H]2CCCC(=O)N2C3)CC1 (stereo partly drawn)	21.1%
CCNC(=O)N[C@H]1CO[C@H]2[C@@H]1OC[C@@H]2Nc1nccc(-c2ccc(-c3ccccc3)cc2)n1	13.6%
CC[C@H]1CN(C(=O)Nc2cccc(C(F)(F)F)c2)CC[C@H]1CC(=O)N(C)CCC#N	-0.8%[176 µM]
COC(=O)c1ccc2cc(C(=O)O)ccc2c1	58.4%
COC(=O)C1=C(C)NC(=O)CC1C(=O)Nc1cc(Cl)cc(Cl)c1 (stereo not drawn)	?
O=C(Nc1ccccc1Cl)C1CN(S(=O)(=O)C2CC2)CC12CCCCC2 (stereo not drawn)	6.4%
O=C(c1ccc(C(F)(F)F)cc1)N1CCC2(C1)C(=O)Nc1ccccc12 (stereo not drawn)	?
CC(C)c1ccc(NC(=O)C2CCCN(c3cnc4ccccc4n3)C2)cc1 (stereo not drawn)	?
COc1cccc(CN2C[C@H]3[C@H](C2)[S+](=O)([O-])C(C)(C)C(=O)N3Cc2ccccc2)c1	?
COc1cccc(CN2c3ccccc3C3=C(C(c4ccccc4)C(C#N)=C(N)O3)S2(=O)=O)c1 (stereo not drawn)	?
Cc1ccc2ccccc2c1C(O)c1ncc(-c2ccccc2F)[nH]1 (stereo not drawn)	-1.0%
COCc1ccc2c(c1)c(OC(C)(C)C(=O)NCCCn1ccnc1)nn2Cc1cccc(OC)c1	46.6%[activator]
O=C(CCn1c(=O)c2sccc2n(CC(=O)N2CCCC2)c1=O)Nc1ccc(F)cc1	29.2%

5 records drawn at random from the list so far:
SMILES	12-LOX inh
Cc1c(CCC(=O)NC2Cc3ccccc3C2)c(=O)oc2cc(O)ccc12	-0.4%
CCNC(=O)c1n[nH]c2c1CN(C(=O)c1cccc(OC(F)(F)F)c1)CC2	8.8%
O=C(O[C@H]1CC[C@@]23CCCN2C(=O)CCC[C@H]3[C@H]1Cc1ccccc1)N1CCN(c2ccccc2)CC1	?
COc1cccc(CN2c3ccccc3C3=C(C(c4ccccc4)C(C#N)=C(N)O3)S2(=O)=O)c1 (stereo not drawn)	?
Cc1ccc2ccccc2c1C(O)c1ncc(-c2ccccc2F)[nH]1 (stereo not drawn)	-1.0%

Taken from above.
Under 12-LOX inh, `O=C(Nc1ccccc1Cl)C1CN(S(=O)(=O)C2CC2)CC12CCCCC2` (stereo not drawn) is entered as 6.4%
Under 12-LOX inh, `Cc1ccc(N2CC(c3noc(-c4ccccc4C)n3)CC2=O)cc1` (stereo not drawn) is entered as 23.9%

Further results:
SMILES	12-LOX inh
CCn1ccnc1C1CCN(c2nc3ccccc3s2)CC1	52.6%[activator]
COc1ccc(N2CC(c3noc(-c4ccccc4C)n3)CC2=O)cc1 (stereo not drawn)	-0.7%
COc1ccccc1Cc1c(C2CCCCC2)nc2ccc(C)cn12	?
COc1ccc2nc(CO[C@H]3CN(C4CCC4)C[C@H]3F)[nH]c2c1	42.7%[activator][176 µM]
CCCOc1nc2ccccc2nc1N1CCC(C(=O)NCc2ccccc2Cl)CC1	-12.5%
Cc1ccc(OC2CCN(C(=O)C3CCCN(CC(N)=O)C3)CC2)cc1 (stereo not drawn)	16.7%
Cc1cc(-c2cc3c(nc2-c2ccccc2)nc(C(=O)NCCN(C)C)n3C)ccn1	13.5%[176 µM]
NC(=O)COC[C@@H]1CN(Cc2ccco2)C[C@H]1c1ccncc1	28.4%
Cc1oc(C(O)c2ccccc2)nc1C(=O)NCc1ccco1 (stereo not drawn)	-6.9%[176 µM]
Cc1cc2c(Nc3cccnc3)nc(-c3c(C)noc3C)cc2[nH]1	41.8%[activator][176 µM]
O=C(Nc1cccc(C(F)(F)F)c1)N[C@H]1CO[C@H]2[C@@H]1OC[C@@H]2n1nnnc1Oc1ccccc1	35.3%
CN(C)C[C@@H]1CN(S(C)(=O)=O)C[C@H]1NC(=O)Cc1ccc(F)cc1	-1.7%
O=C(Nc1ccccc1F)N1CCC(N2C(=O)C3(CCCCC3)C2c2ccccc2)CC1 (stereo not drawn)	?
CC(C)C(NC(=O)C(c1ccccc1)c1ccccc1)C(=O)O (stereo not drawn)	12.5%
CC(=O)NC1CC2(CCN(C(=O)Cc3c[nH]c4ccccc34)CC2)c2ccccc21 (stereo not drawn)	15.0%[6.33 µM]
COCCN1C(=O)c2ccccc2C(C(=O)Nc2nccs2)C12CCCCC2 (stereo not drawn)	49.7%[activator]
COc1ccc2nc([C@H]3CCN(Cc4cccc(C#N)c4)C3)[nH]c2c1	39.2%[activator][176 µM]
COc1ccc(NC(=O)C2(C)COCc3cnc(Nc4ccccc4)nc32)cn1 (stereo not drawn)	-20.5%[176 µM]
Cn1nc(C2CCNCC2)n(CCc2ccccc2)c1=O	4.9%
C[N+](C)(C)CCNC(=O)c1c[nH]c2ccccc12	?
O=C(c1cc2n(n1)CC(c1ccc(Cl)cc1)OC2)N1CCc2ccccc2C1 (stereo not drawn)	8.5%
O=C(NC1CCN(C(=O)N2CC3CC(C2)[C@H]2CCCC(=O)N2C3)CC1)c1ccc2ncccc2c1 (stereo partly drawn)	40.6%
Cc1ccc(C(=O)NC2CCN(c3ccc(F)cc3)C2=O)cc1C (stereo not drawn)	-1.0%
COc1ccccc1S(=O)(=O)N(C)C[C@@H]1OCc2cnnn2CCCC(=O)N([C@H](C)CO)C[C@H]1C	?
C/C=C/C=C/C(=O)N1CCN(CC(F)(F)F)CC1	?

Sorted by value in 12-LOX inh (smallest number first): three from the list above
SMILES	12-LOX inh
CCCOc1nc2ccccc2nc1N1CCC(C(=O)NCc2ccccc2Cl)CC1	-12.5%
CC(C)C(NC(=O)C(c1ccccc1)c1ccccc1)C(=O)O (stereo not drawn)	12.5%
O=C(Nc1cccc(C(F)(F)F)c1)N[C@H]1CO[C@H]2[C@@H]1OC[C@@H]2n1nnnc1Oc1ccccc1	35.3%

The list continues.
SMILES	12-LOX inh
O=C(c1ccc(Cl)cc1)N1CCC(OC2CCN(Cc3cccnc3)CC2)CC1	57.0%[activator]
CCOc1ccccc1OCC(=O)NC1CCSc2ccccc21 (stereo not drawn)	-17.8%
CC(C)C(C=Cc1ccccc1)=NNS(=O)(=O)c1ccccc1	?
CC(C)(C)NC(=O)C[C@@H]1CCNC[C@@H]1Cc1cc(-c2ccc(C(C)(C)C)cc2)on1	35.5µM*
O=C(Cn1cc(COc2ccc3ccccc3c2)nn1)NS(=O)(=O)c1cccc(OC(F)F)c1	-16.4%
O=C1CC(C(=O)Nc2ccc(Cl)cc2Cl)n2nc(-c3ccccc3)cc2N1 (stereo not drawn)	?
O=C(Cc1ccsc1)NC1CCN(c2cc(C(F)(F)F)ncn2)CC1	11.9%
COc1ccc(-c2coc3cc(OCC(=O)NCCC4=CCCCC4)ccc3c2=O)cc1OC	-23.1%
Cc1cccc(/C=C2\Cc3ccccc3C2=O)c1	-2.2%
COc1ccc2cc(-c3[nH]ncc3CN3CCN(c4cccc(C)n4)CC3)ccc2c1	62.7%[activator]
COc1ccc2oc(=O)c(-c3csc(Nc4cc(Cl)ccc4OC)n3)cc2c1	-26.6%
CCOCCCNCc1c(F)cccc1Cl	-3.3%
O=C(O)CCCC(=O)N1CCC(Cc2ccccc2)CC1	4.2%
CCOc1ccccc1C1NC(=O)N(CC(=O)Nc2c(C)cccc2C)C2=C1C(=O)OC2 (stereo not drawn)	3.9%
COc1cccc(Nc2ncnc3ccc(Br)cc23)c1	19.6%
CC1(C)CC1(C(=O)N1CCc2c(nc(N)[nH]c2=O)C1)c1cccs1 (stereo not drawn)	22.9%
Cc1cc(CNC(=O)[C@@H]2CCC[C@@H](NCc3cccc(Cl)c3)CN(C)C(=O)C2)no1	11.3%[176 µM]
CCCCN1C(=O)CC[C@H]2CN(C(=O)Cc3c[nH]c(=O)n(C)c3=O)CC[C@H]21	-24.3%
COCCN1Cc2[nH]nc(-c3ccc(OC)c(F)c3)c2CC1=O	?
CCc1nc(N(C)Cc2nccn2Cc2ccccc2)c2cnn(C)c2n1	51.0%[activator]
Cc1ncsc1CN1CC(Oc2cccc(C(=O)NCC3CC3)c2)C1	37.3%[activator]
NC(=O)c1cc(-c2ccc(Br)cc2)nc2ccccc12	-20.8%
COc1ccc(CCC(=O)N2CCC3(CC2)CN(Cc2ccc(OC)cc2)C3=O)cc1	10.6%
OC(c1ccccc1)(c1nc(/C=C/c2ccccc2)cs1)C(F)(F)F (stereo not drawn)	?
CCOc1cc(C(=O)N2CCC[C@H]2c2nc(-c3ccccc3Cl)no2)cc(OCC)c1OCC	28.8%
SMILES	12-LOX inh
O=C(c1cccc(Cl)c1)N1CCCC(c2nc3ccccc3o2)C1 (stereo not drawn)	5.4%
C=CC(=O)Oc1ccc(C(=O)Oc2ccc(CCCC)cc2)cc1	12.2%
O=C(c1cccc(F)c1)N1CCOC[C@H](Oc2ccc(C(F)(F)F)cn2)C1	21.2%[176 µM]
O=C1CO[C@H]2CN(Cc3ccc(F)c(F)c3)C[C@H]2N1Cc1ccccn1	7.8%[176 µM]
COc1ccc(-c2coc3cc(OCC(=O)NCc4ccc(F)cc4)ccc3c2=O)cc1OC	?
CCCCc1c(-c2ccccc2OC)ncn1Cc1ccc(Cl)cc1Cl	31.6µM*
CC(=O)S[C@@H]1CC2=CC(=O)CC[C@]2(C)[C@H]2CC[C@@]3(C)[C@@H](CC[C@@]34CCC(=O)O4)C12 (stereo partly drawn)	?
O=C(Cc1ccccc1)N1CCC(Oc2cccc(F)c2)C1 (stereo not drawn)	-10.1%
C/C(=N/Nc1ccc(S(N)(=O)=O)cc1[N+](=O)[O-])c1cc2ccccc2o1	?
